# Screens (PubChem BioAssay)
# 15-hLO-2 inh: blocks human 15-lipoxygenase 2 activity; O15296; purified 15hLO-2, xylenol orange hydroperoxide absorbance; Potency, µM (highest dose often 57.1 µM), inactives show top-dose activity change, negative = inhibition, usual class: inhibitors; 110,000 tested, 0.56% active; AID 881; further: potency means the concentration at half of the fitted maximal effect; nearly all actives have a fitted effect of over 60% in size; many of its hits are not listed in these tables
#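 Enzyme 50 nM, AA 45 uM, 25 mM Hepes pH 7.5 + 0.01% Triton X-100; cpd preinc 15 min RT, rxn 90 min RT; stop/detect with 200 uM XO + 300 uM Fe(II) in 50 mM H2SO4, 30 min; A573/A405.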
# PNC inhibitor: blocks assembly of the perinucleolar compartment; activity change (PNC), negative = inhibition, % at 10 µM; PC3M PTB-GFP, PNC prevalence imaging, 16 h; stronger effect = lower value; AID 2417; 140,000 tested, 3.1% active;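 active means readout at or below -70, meaning at least 70% loss of cells showing the perinucleolar compartment, a nuclear body marking cancer cells; inconclusive means readout between -30 and a set limit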;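 further: plate controls were DMSO wells for no effect and camptothecin positive control wells for full effect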
#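 Read-out is percentage of cells bearing a perinucleolar compartment, from automated 20x imaging of fixed, Hoechst-stained PC3M PTB-GFP cells. Cells were seeded 4 h, then exposed 16 h to compound (23 nl of library stock) in duplicate plates.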
# IMPase cell inh: IMPase inhibition in cells; P97697; CHO-M1 cells, IP1 accumulation, HTRF TR-FRET ratio; inhibition (IP1 accumulation), % at 46.1 µM; 120,000 tested, under 10 active; active means well fitted curve in the direction sought with a large enough effect in the signal ratio, not every such curve was filed as active; inconclusive means small, poorly fitted or top-dose-only effect, or a change in a side signal; inactive means no such curve, though single readings can be large or run the other way; the % refers to the signal ratio;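 further: cells stimulated with carbachol in lithium chloride buffer; plate controls were DMSO basal wells for no effect and reference inhibitor wells for full effect; higher means more IMPase inhibition seen as more IP1 and lower FRET ratio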
# Target sequence (P97697 whole entry, looked up): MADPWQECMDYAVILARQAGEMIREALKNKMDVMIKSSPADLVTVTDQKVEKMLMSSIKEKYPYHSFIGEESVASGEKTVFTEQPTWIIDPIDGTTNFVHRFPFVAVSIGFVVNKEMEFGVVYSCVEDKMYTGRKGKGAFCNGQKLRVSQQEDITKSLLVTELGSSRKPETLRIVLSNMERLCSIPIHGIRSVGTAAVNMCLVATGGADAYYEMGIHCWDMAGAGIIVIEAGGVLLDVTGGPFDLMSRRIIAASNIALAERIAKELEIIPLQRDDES
#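 CHO-M1, 2000 cells/well, cultured 16–30 h; cpd up to 46 uM; carbachol (50 uM solution, stimulation buffer w/ 50 mM LiCl, pH 7.4), 30 min 37C; IP-One TR-FRET, 10 min RT; Ex 320/Em 665, 620; Hill-fit AC50.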
# 12-hLO inh: inhibitors of human 12-lipoxygenase (ALOX12); Potency, µM (top dose mostly 57.1 µM), for inactives: top-dose activity change, negative = inhibition, actives largely listed as inhibitors; P18054; purified 12-hLO, xylenol orange hydroperoxide absorbance; 150,000 tested, 0.12% active; further: potency means the concentration at half of the fitted maximal effect; nearly all actives have a fitted effect of over 55% in size; many of its hits are not listed in these tables
# Target sequence (P18054 whole entry, looked up): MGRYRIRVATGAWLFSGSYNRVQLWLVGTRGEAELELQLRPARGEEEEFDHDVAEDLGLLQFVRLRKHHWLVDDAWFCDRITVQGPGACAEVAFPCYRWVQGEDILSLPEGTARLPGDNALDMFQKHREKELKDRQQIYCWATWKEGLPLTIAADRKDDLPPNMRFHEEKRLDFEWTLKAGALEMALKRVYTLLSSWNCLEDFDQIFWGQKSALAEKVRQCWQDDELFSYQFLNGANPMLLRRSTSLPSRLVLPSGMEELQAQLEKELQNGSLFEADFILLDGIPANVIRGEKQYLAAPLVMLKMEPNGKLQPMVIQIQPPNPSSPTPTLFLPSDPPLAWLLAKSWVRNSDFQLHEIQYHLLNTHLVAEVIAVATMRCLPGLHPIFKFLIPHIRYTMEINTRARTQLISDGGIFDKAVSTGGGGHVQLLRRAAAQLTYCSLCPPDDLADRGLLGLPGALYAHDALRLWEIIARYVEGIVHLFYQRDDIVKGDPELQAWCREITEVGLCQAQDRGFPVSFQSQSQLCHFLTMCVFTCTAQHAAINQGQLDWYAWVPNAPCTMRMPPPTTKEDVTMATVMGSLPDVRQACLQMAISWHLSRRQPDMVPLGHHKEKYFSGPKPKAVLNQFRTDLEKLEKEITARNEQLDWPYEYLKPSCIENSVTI
#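 Hydroperoxide formation by human 12-lipoxygenase from 40 uM arachidonic acid was followed colorimetrically via ferric-xylenol orange complex, using the 573/405 nm absorbance ratio. Enzyme concentration was 150 nM, with 30 min reaction at room temperature.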
# * = called active by the depositor; ? = inconclusive; . = not tested or not shown; [ ] = dose if it differs, or a comment. Unless noted, the call rests on the fitted dose curve; in most records, active means well fitted curve in the direction sought with a large enough effect; inconclusive means small, poorly fitted or top-dose-only effect, or another doubt; inactive means no such curve, though single readings can be large; an effect the other way counts as inactive or inconclusive. Unless noted, on the % scale 0 is the no-effect control and ±100 the full control effect. A portion of the library. The share of hits here may be higher or lower than overall.
# Each structure is followed by: 12-hLO inh, IMPase cell inh, PNC inhibitor, 15-hLO-2 inh
COC(=O)c1nn(-c2ccccc2)c(-c2ccccc2)c1C(=O)c1ccccc1
  -1.2%, 5.9, -1.3, -5.4%
Cc1ccc(CN2C3=NCCCN3c3ccccc32)cc1
  -0.5%, 7.1, 17.2, 12.4%
O=C(O)c1ccc(COc2c(F)c(F)c(F)c(F)c2F)o1
  -3.7%, -8.4, -100.0*, .
COc1cccc(NS(=O)(=O)c2cc(C)ccc2OC)c1
  -1.6%, 11.0, ?, -2.4%
Cc1ccc(NC(=O)CNc2ccc(Cl)c(Cl)c2)cc1S(=O)(=O)N(C)C
  -1.1%, ., 1.0, .
CSc1ccccc1NC(=O)Nc1ccccc1
  10.3%, -2.6, 20.3, 1.0%
COc1ccc(-c2nnc(SC(C)C(=O)Nc3nccs3)n2-c2ccccc2)cc1OC (stereo not given)
  -5.0%, 17.8, ?, 8.9%
O=C(COc1ccc(C(=O)c2ccccc2)cc1)NC1CCCCC1
  -1.2%, ., -4.0, .
CCn1c(NC(=O)c2ccc(F)cc2)c2ccccc2nc1=O
  0.5%, -6.1, 24.5, 0.0%
COc1cccc(N=CC2=C(O)CC(C)(C)CC2=O)c1
  -0.2%, ., -113.4*, .
Cc1cccc(N2CN(Cc3ccco3)CNC2=S)c1
  -6.2%, 5.9, -14.4, .
COc1cccc(NC(=O)C(C)Oc2ccccc2)c1 (stereo not given)
  -4.2%, -0.2, 28.6, 2.7%
Cc1c(C(=O)N(C)Cc2ccccc2)oc2ccc(S(=O)(=O)N3CCCC3)cc12
  -6.3%, 7.0, 14.9, -4.4%
CN1CC(=O)N(CC(=O)Nc2ccc(N(C)C)cc2)c2ccccc2C1=O
  -6.7%, 32.2[activator], -12.4, -4.5%
CC1CCN(C2(O)C(=O)Nc3ccc([N+](=O)[O-])cc32)CC1 (stereo not given)
  -0.3%, 8.4, 55.3, -20.0%
O=c1cc(CN2CCN(c3ccccc3F)CC2)c2cc(O)c(-c3ccccc3)cc2o1
  4.3%, ., 20.4, .
O=C(CCCNC(=O)/C(=C\c1ccc(F)cc1)NC(=O)c1ccccc1)OCc1ccccc1
  5.0%, 1.8, 74.8, 1.9%
CC(=O)NC(=S)Nc1ccc(NC(=O)COc2ccc(Cl)cc2)cc1
  -6.1%, 6.6, 9.1, -7.8%
O=C(CCCCn1c(=O)c2ccccc2n(CC(=O)NC2CCCC2)c1=O)NCc1ccco1
  -0.6%, 17.7, -5.7, 5.0%
CCOC(=O)C1CCCN(C(=O)c2cc3c(-c4cccc(OC)c4)nn(C)c3s2)C1 (stereo not given)
  -9.1%, -1.9, ?, 0.6%
Cc1cc(C)nc(/N=C(/NC(=O)c2ccccc2)Nc2ccccc2)n1
  -1.0%, 7.0, ?, -2.7%
COc1cnc(-c2ccccn2)nc1Sc1ccc(Cl)cc1
  -4.0%, 1.2, 5.0, 61.3%[activator]
CC(/C=N/NC(=O)c1cc(C(C)C)[nH]n1)=C\c1ccccc1
  0.9%, 8.4, -15.8, .
Brc1cccc(-c2nc(-c3ccncc3)no2)c1
  6.6%, 4.2, 11.8, 10.8%
COc1ccc(S(=O)(=O)N(CC(=O)N2CCN(c3ccccc3OC)CC2)c2ccccc2)cc1
  2.2%, -9.4, 22.5, 8.4%
COc1ccc(/C(N)=N/OC(=O)c2ccc(C)c([N+](=O)[O-])c2)cc1
  10.2%, 6.4, 0.7, 1.0%
O=C(COC(=O)c1cc([N+](=O)[O-])ccc1NCCO)c1ccccc1
  -4.1%, -6.5, -10.2, .
Cn1ccs/c1=N\S(=O)(=O)c1ccc(F)cc1
  8.5%, -4.9, -25.9, -9.3%
NC[C@@H]1O[C@@H](O[C@H]2[C@@H](O)[C@H](O[C@@H]3[C@H](O)[C@H](N)C[C@H](N)[C@H]3O[C@@H]3O[C@@H](CO)[C@H](O)[C@H](O)[C@@H]3N)O[C@H]2CO)[C@H](N)[C@H](O)[C@@H]1O
  3.3%, -0.3, ., 2.1%
CCOC(=O)c1sc2nc(CC(=O)OC)nc(NCc3ccc(Cl)cc3)c2c1C
  -2.8%, 1.2, ?, 7.5%
CNc1oc(-c2cccs2)nc1C#N
  1.1%, -21.6, 0.6, -10.3%
COc1cc(S(=O)(=O)Nc2ccccc2)ccc1NC=O
  -0.1%, 5.2, 16.8, -4.0%
CC(C)CCn1nc(C(=O)OC(C)C(=O)NC(N)=O)c2ccccc2c1=O (stereo not given)
  -3.5%, 0.7, -17.8, 4.0%
C=C1c2ccccc2NC(=O)N1c1ccc(C)cc1
  -3.5%, 1.8, 13.9, -17.5%
Cc1ccc(-c2csc3n[nH]c(=S)n23)cc1
  ?, 7.9, ?, -18.7%
O=C(CNC(=O)c1cccs1)NCC(=O)OCc1ccccc1Cl
  -3.9%, 2.8, -82.6*, 9.6%
CCCCOc1c(Br)cc(/C=N/O)cc1OCC
  -9.0%, 12.4, 9.1, .
CC(Oc1ccc(Cl)cc1)c1ccnn1S(=O)(=O)c1ccccc1 (stereo not given)
  -9.5%, 2.5, 24.0, 1.1%
OCCN(Cc1ccccc1)Cc1ccc(Cl)cc1Cl
  1.8%, 3.0, 76.4, -3.4%
CCN(CC)S(=O)(=O)c1ccc(F)cc1
  -3.2%, -10.1, 283.1, .
CNC(=O)c1sc(-c2ccccc2)nc1C
  -0.7%, -5.0, -82.8*, 1.5%
Cc1cc(=O)oc2cc(OCC(=O)OCC(=O)Nc3ccc(C(C)C)cc3)ccc12
  -1.9%, ., -26.6, .
CN1C(=O)C2(C(C#N)=C(N)N(c3cc(Cl)cc(Cl)c3)C3=C2C(=O)CC(C)(C)C3)c2ccccc21 (stereo not given)
  -6.8%, 17.4, -5.5, 25.7%
CCS(=O)(=O)NCCc1csc(-c2cccnc2)n1
  3.6%, 8.1, ?, -1.6%
O=C1Nc2ccccc2N(O)N1c1ccc(S(=O)(=O)N2CCOCC2)cc1
  -2.3%, ., ?, .
C=CCn1c(SCc2c(C(=O)OC)sc(N)c2C(=O)OC)nnc1-c1ccc(Cl)cc1
  -10.7%, 11.5, 7.9, -9.5%
CC(C)CN1C(=O)NC(NC(=O)c2cccnc2)(C(F)(F)F)C1=O (stereo not given)
  0.9%, ?, -29.8, 13.3%
Cc1ccc(-c2cc(C(=O)N/N=C/c3c[nH]c4ccccc34)n[nH]2)o1
  2.8%, -4.7, ?, .
CCOC(=O)CSc1nc2ccccc2c(=O)n1CC1CCCO1 (stereo not given)
  -0.3%, 6.6, -19.6, -6.1%
CCOC(=O)C1CCN(Cc2ccc(O)c(OC)c2)CC1
  -3.9%, 1.8, 51.9, -15.9%
CCN(CC)c1ccc(/C=C/C(=O)c2ccc(Br)cc2)cc1
  -1.2%, -2.9, ?, .
COc1ccc(N(CC(=O)O)S(=O)(=O)c2c(C)n[nH]c2C)cc1
  7.2%, 1.3, 42.5, 1.6%
Cc1cc(C)n(-c2ccc(C(=O)OCc3ccccc3)cc2)n1
  -2.2%, 3.5, -21.6, .
COc1ccccc1N1CCN(C(=O)CCNS(=O)(=O)c2ccc(Br)s2)CC1
  -4.9%, -1.5, -20.3, 10.0%
CC(=O)NC(Cc1cnc[nH]1)C(=O)O (stereo not given)
  4.2%, -0.2, 30.9, 4.8%
O=C(O)CN(CCOCCOCCN(CC(=O)O)CC(=O)O)CC(=O)O
  4.8%, 0.1, ., 11.8%
Fc1ccc(Oc2nccc(-c3ccc(Cl)cc3)n2)cc1
  -2.4%, -0.8[1.84 µM], ?, -14.8%[11.4 µM]
COC(=O)C(C)Oc1ccc(=O)[nH]n1 (stereo not given)
  2.4%, ?, 42.6, 2.0%
Nc1nonc1C(=O)N/N=C/c1cccc([N+](=O)[O-])c1
  -1.7%, ., 18.0, .
Cc1ccc(S(=O)(=O)N2CCN(C(=O)CCN3C(=O)c4ccccc4C3=O)CC2)cc1C
  0.9%, ., -17.3, .

# Continued:
# Each structure is followed by: 12-hLO inh, IMPase cell inh, PNC inhibitor, 15-hLO-2 inh
C/C(=C\c1ccco1)C1C(C#N)=C(N)OC2=C1C(=O)CC(C)(C)C2 (stereo not given)
  -3.8%, -0.8, 41.0, -1.9%[2.29 µM]
CCCOc1ccc(C2(C(=O)O)CCCC2)cc1
  1.7%, 9.2, ?, -5.0%
CCN(CC)C(=O)C(C)N(C#N)c1nc(C)cc(C)n1 (stereo not given)
  -1.7%, -5.0, 81.1, .
COc1ccc(C2CC(c3ccccc3)n3nnnc3N2)cc1 (stereo not given)
  2.0%, -1.4, -110.7*, -4.2%
O=C(CCN1C(=O)C2C3C=CC(C3)C2C1=O)N1CCN(c2ccc(F)cc2)CC1 (stereo not given)
  -0.3%, 8.0, -8.8, 3.3%
CCOc1cccc(NC(=O)C(Cc2cccs2)c2nn[nH]n2)c1 (stereo not given)
  -6.4%, 0.5, ?, 1.7%
CS(=O)(=O)Nc1ccc(S(=O)(=O)N2CCOCC2)cc1
  11.0%, 10.9, -7.4, .
COc1ccc(CNC(=O)C2CCCN(S(=O)(=O)c3c(C)nn(C)c3C)C2)cc1 (stereo not given)
  4.2%, 7.2, ?, 2.3%
CCOc1cc(/C=N/NC(=O)COc2ccc(Cl)cc2)ccc1OS(=O)(=O)c1ccccc1
  -10.8%, 4.3, 5.1, -3.4%
CCOC(=O)c1cc(-c2ccccc2)n(CCC(=O)NC(C)CC)c1C (stereo not given)
  -3.0%, -6.8, -21.0, .
CCOC(=O)c1[nH]c2ccccc2c1NC(=S)Nc1cccc(C)c1C
  -6.7%, ., 26.3, .
Cc1cc(C(=O)OCC(=O)Nc2ccccc2[N+](=O)[O-])c2ccccc2n1
  0.0%, ., 11.9, .
Cc1ccc(CNC(=O)CCn2nc(-c3ccc(Cl)cc3)ccc2=O)cc1
  -7.8%, -5.5, -16.3, 12.8%
Cc1cn2c(-c3ccncc3)nnc2s1
  -0.1%, -10.5, 53.8, -1.9%
COc1cc2c(cc1NC(=O)CSc1cccc[n+]1[O-])oc1ccccc12
  -3.2%, ., -1.0, .
Cc1ccc(Nc2nnc(SC/C(O)=C(\C#N)c3nc4ccccc4[nH]3)s2)c(C)c1
  -5.7%, 12.0, -4.2, .
O=C(CCc1nc(-c2ccccc2F)no1)NC1CCN(Cc2ccccc2)CC1
  13.8%, -3.4, -12.5, 18.2%
CCN(CC)S(=O)(=O)c1ccc(N2CCOCC2)c(NC(=O)c2c3c(nc4ccccc24)CCC3)c1
  -4.3%, ., -26.1, .
CCc1ccc(OCc2ccccc2C(=O)Nc2ccc3nc(C)cc(N)c3c2)cc1
  -6.6%[0.00818 µM], ., ., 30.5%[activator][0.0915 µM]
c1cncc(-c2nc3ccccn3c2Nc2ccc3c(c2)OCCO3)c1
  3.6%, 8.8, ?, 0.3%
COc1ccc(N(Cc2ccccc2)C(=O)c2ccccc2[N+](=O)[O-])cc1
  -8.1%, 4.5, -14.6, -9.2%
COc1ccc(N2CCN(CCCNS(=O)(=O)c3ccc4c(c3)oc(=O)n4C)CC2)cc1
  -13.4%, 1.0, -23.4, 15.9%
Nc1nc(CN2CCN(c3ccccn3)CC2)nc(Nc2ccc(F)cc2)n1
  10.1%, 0.9, 32.6, 49.1%[activator]
CCOc1ccc(C(N)=O)cc1OC
  0.0%, -3.0, -21.9, 2.5%
CC1CCCCN1C(=O)CSc1ccc(-c2ccc(F)cc2)nn1 (stereo not given)
  0.5%, -8.4, ?, -1.1%
CCC(C)(C)NC(=O)C(c1ccco1)N(C(=O)CNC(=O)c1cccs1)c1cccnc1 (stereo not given)
  1.2%, 5.4[0.369 µM], -8.1, .
Cc1ccc(CC2SC(=O)NC2=O)cc1Cl (stereo not given)
  23.8%, -11.2, -100.0*, .
N#CCSc1nc2scc(-c3cccs3)c2c(=O)n1CCc1ccccc1
  0.0%, 7.2, 43.5, -13.2%
